D3 ag: agonists of human D3 dopamine receptor; P35462; D3R DiscoveRx beta-arrestin cells, luminescence, 90 min; max activation, %; 410,000 compounds, 0.58% hits; in the data active = max activation above about 30%; note: 0% is about no effect; mostly tested at two doses, the higher about 12 µM
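Agonist-mode cell screen: cells plated at 1500/well and incubated overnight at 37 °C, then exposed to library compounds for 90 min at 37 °C. Detection reagent was added for 30–60 min at room temperature, and luminescence was read.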
PLK1 PBD block: blocks phosphopeptide binding to human PLK1 polo-box domain; Plk1 PBD binding of FITC phosphopeptide, fluorescence polarization; Potency, µM, for the others: max response, negative = inhibition, most hits filed as inhibitors; 360,000 compounds, 2.8% hits; AID 720504; note: potency is the fitted concentration of half-maximal effect; series mostly up to about 57 µM; % is set by controls: 0 for no effect and ±100 for the full control effect; nearly all actives have a fitted effect of over 65% in size
Target sequence (P53350 whole entry, looked up, the tested form may be a part): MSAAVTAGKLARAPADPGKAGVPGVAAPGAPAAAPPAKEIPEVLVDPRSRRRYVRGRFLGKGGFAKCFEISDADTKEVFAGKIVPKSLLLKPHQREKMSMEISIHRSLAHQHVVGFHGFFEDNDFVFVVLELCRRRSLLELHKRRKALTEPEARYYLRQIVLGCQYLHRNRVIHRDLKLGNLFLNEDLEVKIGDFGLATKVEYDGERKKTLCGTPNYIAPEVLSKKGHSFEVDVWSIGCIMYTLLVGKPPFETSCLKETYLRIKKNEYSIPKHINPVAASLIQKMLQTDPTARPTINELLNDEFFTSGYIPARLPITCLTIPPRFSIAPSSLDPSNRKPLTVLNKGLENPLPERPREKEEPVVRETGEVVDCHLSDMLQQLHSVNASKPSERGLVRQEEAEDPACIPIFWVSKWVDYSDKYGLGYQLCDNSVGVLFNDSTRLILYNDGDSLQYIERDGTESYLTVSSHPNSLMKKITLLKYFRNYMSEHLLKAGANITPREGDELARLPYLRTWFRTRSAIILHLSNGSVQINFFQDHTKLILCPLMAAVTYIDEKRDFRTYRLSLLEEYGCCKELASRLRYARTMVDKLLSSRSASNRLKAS
IL2 activator: activators of IL-2; IL-2 activation reporter assay, cell-based qHTS; stimulated with anti-CD3/CD4/CD28 beads; in transgenic mouse T cells; activation, % (series mostly up to about 46 µM); 360,000 compounds, 0.065% hits; AID 652025; in the data active = activation above about 50%; inconclusive = mostly about 30% to 49%; note: 0% is about no effect
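Quantitative HTS in unstimulated transgenic mouse T cells, with memory T cells as non-tolerant control and PMA/ionomycin as tolerance-bypass control. Compound pretreatment lasted 60 minutes before 18 h bead stimulation; EGFP/DsRed fluorescence read.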
DRD3 antagonist: antagonists of human D3 dopamine receptor. D3R cells, DiscoveRx beta-arrestin luminescence, antagonist mode; active compounds read low. AID 652054. 360,000 compounds, 2.5% hits. max response, negative = inhibition, %. P35462; in the data active = max response below about -50%; inconclusive = no clear call, values can overlap the other calls; note: % is set by controls: 0 for no effect and ±100 for the full control effect; mostly tested at two doses, the higher about 12 µM
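Cells expressing the human receptor were seeded at 1500 cells/well, incubated overnight at 37 degrees C in 5% CO2, then exposed to library compounds with dopamine controls for 90 minutes at 37 degrees C before luminescent detection.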
GLP1R ag: activates the human GLP-1 receptor | HEK293 GLP-1R CRE-luciferase, luminescence, 4-6 h; cells express a hypersensitive GLP-1R form | P43220 | Potency, µM (titrated, usually from 45.6 µM), for inactives: top-dose activation, hits mostly activators | AID 624172 | 380,000 compounds, 0.007% hits; note: potency is the fitted concentration of half-maximal effect; % of control where 0% means no effect
GLP-1R inv ag: acts as inverse agonist at human GLP-1 receptor. Potency, µM (series often up to 38.3 µM), for inactives: at the highest dose activity change, negative = inhibition, usual class: inhibitors. AID 624417. HEK293 GLP-1R CRE-luciferase, luminescence, 24 h; GLP-1R form is constitutively active. 410,000 compounds, 1.6% hits. P43220; note: potency is the fitted concentration of half-maximal effect; % is set by controls: 0 for no effect and ±100 for the full control effect; nearly all actives have a fitted effect of over 55% in size
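Readout was luciferase luminescence, measured 12 min after detection reagent at room temperature. Beforehand, GLP-1R reporter HEK293 cells had sat 12 h, then received compounds for 24 hr at 37 deg C.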
HEK293 tox: cytotoxicity counter-screen for GLP-1 receptor inverse agonists | HEK293 cAMP-luciferase reporter cells, luminescence, 24 h | Potency, µM (top dose mostly 38.3 µM), without a hit: at the highest dose activity change, negative = inhibition, usual class: inhibitors | 410,000 compounds, 0.13% hits | AID 624418;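 note: loss of luciferase light is scored as toxicity; potency is the fitted concentration of half-maximal effect; % is set by controls: 0 for no effect and ±100 for the full control effect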
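Here, cytotoxicity is scored as loss of luminescence. The MLSMR collection was tested on cells seeded in medium containing 10% Nu serum, with a 24 hr compound exposure preceded by 12 hours of culture.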
PI5P4K alpha inh: inhibitors of human PI5P4K alpha; 330,000 compounds, 1.2% hits; PI5P4Kalpha enzyme, ADP-Glo luminescence, 60 min; active compounds read low; P48426; max response, %; active = max response of -50% or lower; inconclusive = between -30% and -50%; inactive = -30% or higher; note: value at the top dose of about 77 µM; % is set by controls: 0 for no effect and ±100 for the full control effect
Target sequence (P48426 whole entry, looked up): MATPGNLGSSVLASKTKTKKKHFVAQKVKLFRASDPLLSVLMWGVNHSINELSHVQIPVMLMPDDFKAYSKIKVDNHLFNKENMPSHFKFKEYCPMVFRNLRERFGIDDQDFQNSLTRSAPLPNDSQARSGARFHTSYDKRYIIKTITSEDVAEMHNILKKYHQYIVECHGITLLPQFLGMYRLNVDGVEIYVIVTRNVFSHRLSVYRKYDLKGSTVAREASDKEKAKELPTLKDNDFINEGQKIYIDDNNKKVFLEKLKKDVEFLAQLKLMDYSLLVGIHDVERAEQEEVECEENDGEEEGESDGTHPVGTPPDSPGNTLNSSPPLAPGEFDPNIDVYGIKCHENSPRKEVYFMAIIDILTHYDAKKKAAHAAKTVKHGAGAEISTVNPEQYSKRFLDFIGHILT
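Single end-point luminescence (ADP-Glo) quantified ADP from PI5P4Kalpha turnover; ATP 5 microM final, 1 h at RT, 0.1% CHAPS and 0.28 mM EGTA in HEPES pH 7.4.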
WRN inhibitor: blocks human WRN helicase. WRN helicase unwinding, fluorescent forked duplex, kinetic. Potency, µM (titrated, usually from 114 µM), for inactives: at the top dose activity change, negative = inhibition, usual class: inhibitors. Q14191. 360,000 compounds, 0.46% hits; note: potency is the fitted concentration of half-maximal effect; % is set by controls: 0 for no effect and ±100 for the full control effect; nearly all actives have a fitted effect of over 55% in size
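Kinetic fluorescence helicase assay: unwinding of a quenched forked DNA duplex (100 nM final) with 2 mM ATP final raises red fluorescence (525/598 nm). Compounds sat 15 min at room temperature with 20 nM WRN beforehand.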
Numbers without * were called inactive; ? = inconclusive; . = no result given; & = joins results of further samples; [ ] = another dose, or the depositor's remark. Unless noted, calls come from the whole dose curve; as a rule, active = well fitted curve in the direction sought with a large enough effect; inconclusive = small, poorly fitted or top-dose-only effect, or another doubt; inactive = no such curve, though single readings can be large; an effect the other way counts as inactive or inconclusive.

SMILES	D3 ag	PLK1 PBD block	IL2 activator	DRD3 antagonist	GLP1R ag	GLP-1R inv ag	HEK293 tox	PI5P4K alpha inh	WRN inhibitor
Cn1c2ccc(Br)cc2c2nnc(SCC(=O)O)nc21	0.3	-12.3%	1.6	-4.0	2.1%	10.5%	-1.1%	-2.1	0.1%
O=C(Cn1cc(-c2ccccn2)nn1)NS(=O)(=O)c1cccc(OC(F)F)c1	-12.2	3.4%	-0.2	0.0	0.6%	-23.0%	-13.7%	4.2	7.0%
COc1cccc(OCC(=O)Nc2cc(NC(=O)COc3cccc(OC)c3)cc(C(=O)O)c2)c1	-8.9	-8.5%	0.3	12.4	-6.4%	7.5%	-0.3%	-6.7	-13.4%
CC1CC(=O)N(c2ccc(NCc3ccc(Cl)cc3)c([N+](=O)[O-])c2)C1=O (configuration not stated)	0.7	-1.2%	-0.6	-17.0	3.2%	-7.0%	-24.3%	-4.3	-8.8%
CCOC(=O)Cc1csc(-n2sc3ccccc3c2=O)n1	-7.2	2.99µM*	-0.3	-14.6	-2.2%	9.7%	-14.0%	-106.9*	-22.0%[11.6 µM]
COC(=O)c1ccccc1N=Nc1c(N)[nH][nH]c1=O	8.7	-8.5%	-0.6	-3.5	16.4%	32.3%[activator]	?	-15.1	-31.7%
O=C(CCNc1n[nH]c(=O)[nH]c1=O)N/N=C\c1ccc(Br)cc1	0.5	-5.2%	-2.0	0.6	-0.8%	7.8%	4.1%	-8.7	-6.6%
CCOC(=O)C1=C(CS(=O)(=O)c2ccc(Cl)cc2)NC(=O)NC1c1ccc(O)c(OC)c1 (configuration not stated)	2.9	-3.2%	0.8	0.6	7.8%	14.0%	-2.1%	-5.3	8.2%
Cc1c(NC(=O)c2c(F)cccc2F)c(=O)n(-c2ccccc2)n1C	-4.5	-5.0%	-2.7	-22.9	7.1%	0.5%	7.0%	-4.8	4.1%
COc1ccc(CC(=O)Nc2ccc(-c3nnc(-c4ccccc4)o3)cc2)cc1	11.7	4.3%	1.7	-20.0	2.5%	12.0%	-6.1%	-5.3	9.0%
COCCNC(=S)N(Cc1cc2cc(C)ccc2n2nnnc12)C1CCCC1	-5.5	6.7%	-1.4	0.9	8.4%	2.1%	-8.5%	0.7	4.2%
CC(=O)N(CN1C(=O)c2ccccc2C1=O)c1ccccc1	14.7	-8.0%	0.6	21.3	-7.1%	15.5%	-2.9%	-0.8	-2.6%
CCn1c(O)c(C=NCc2ccccc2)sc1=S	-3.9	-0.7%	0.3	5.5	1.6%	2.4%	-2.5%	-0.6	-2.0%
Cc1ccc2nc(NCCCNC(=O)c3cnccn3)c(C#N)cc2c1	3.9	-1.1%	-0.3	-21.4	-15.7%	0.0%	6.2%	-0.8	0.1%
O=C(Cc1c(Cl)cccc1Cl)Nc1ccc(S(=O)(=O)Nc2ncccn2)cc1	6.7	-9.1%	-1.9	-0.7	5.0%	11.0%	5.5%	0.8	-1.6%
CCCCC1Cc2[nH][nH]c(=O)c2C(c2ccc(F)cc2)O1 (configuration not stated)	-10.7	8.44µM*	-0.8	0.0	-6.4%	?	0.4%	-50.6*	-13.0%
CC(C)(C)C(=O)Nc1nc2c(s1)COc1ccccc1-2	3.0	-18.2%	-2.1	21.0	-0.4%	?	-13.9%	-6.5	-3.9%
O=C1Nc2cc(C(=O)N3CCC(N4CCCCC4)CC3)ccc2S/C1=C\c1ccccc1	19.6	1.6%	-1.0	10.1	27.5%	?	?	-2.0	-5.5%
O=C(Nc1ccc(Cl)cc1F)C1CCCN(C2=NS(=O)(=O)c3ccccc32)C1 (configuration not stated)	4.9	-3.8%	-2.4	0.0	-9.1%	-21.5%	6.2%	-3.0	-7.2%
O=C(CN1CCN(S(=O)(=O)c2ccc(F)c(Cl)c2)CC1)N1CCc2ccccc2C1	6.2	2.9%	-7.1	9.0	-1.0%	?	-20.5%	-3.1	-4.4%
CCc1ccccc1NC(=O)CN(C)C(=O)c1cc(C2CC2)nn1-c1ccccc1	-9.6	-14.3%	1.3	-14.5	7.5%	?	-1.9%	2.6	0.8%
CN(C)C/C(Cl)=C(\Cl)c1ccccc1	0.7	?	0.1	33.1	-8.9%	11.4%	0.9%	2.2	-1.9%
CCCS(=O)(=O)c1nc(S(=O)(=O)c2ccc(C)cc2)c(NCc2ccco2)s1	-9.0	-4.2%	-2.7	-11.8	9.7%	-6.5%	2.5%	-2.3	2.8%
Cc1ccc(C)c(Nc2nc(N)c3ccccc3n2)c1	13.6	-1.4%	0.5	-1.3	8.3%	?	19.6%	-7.7	7.5%
COc1cc2c(cc1OC)C(c1ccc(N(C)C)cc1)CC(=O)N2 (configuration not stated)	5.7	-0.5%	-3.9	3.4	3.6%	0.0%	7.8%	-4.5	1.0%
Continuation.
SMILES	D3 ag	PLK1 PBD block	IL2 activator	DRD3 antagonist	GLP1R ag	GLP-1R inv ag	HEK293 tox	PI5P4K alpha inh	WRN inhibitor
Cc1ccc(S(=O)(=O)Nc2n[nH]nc2C(=O)NC2CCCCC2)cc1	19.0	1.4%	1.4	2.2	3.1%	5.4%	-2.1%	1.6	-4.0%
CCOC(=O)Cc1csc(N/N=C/c2ccccc2)n1	-6.1	2.9%	0.7	4.1	17.3%	?	-12.2%	5.8	3.5%
Cc1c(C(C)NC(=O)Nc2ccc(F)cc2F)cnn1C (configuration not stated)	-22.7	-7.5%	-3.8	-8.9	-1.1%	0.0%	1.5%	.	5.9%
COc1cccc(-c2nc(NC(C)C)c3ccccc3n2)c1O	8.5	-9.7%	5.6	42.8	-11.7%	0.0%	?	.	-27.6%
Cc1ccccc1-c1csc(C(O)c2cccc(Cl)c2)n1 (configuration not stated)	3.2	-10.6%	0.0	-14.8	21.9%	?	4.7%	23.5	4.2%[57.1 µM]
CS(=O)(=O)N(CC(=O)N1CCN(c2ccc(F)cc2)CC1)c1cccc(Cl)c1	1.9	-7.3%	-0.5	-26.9	12.5%	0.5%	3.1%	.	-5.0%
COc1ccc(C(CNC(=O)c2cccc(NS(=O)(=O)c3ccc(C)c(F)c3)c2)N2CCOCC2)cc1 (configuration not stated)	-20.2	5.1%	-0.1	-11.8	17.4%	2.2%	3.3%	-2.0	-5.9%
O=C(/C=C/c1ccccc1)N1CCOCC1	2.2	-1.1%	0.1	-7.3	2.7%	28.6%	?	-1.4	-4.9%
CC(=O)c1cccc(NC(=O)c2ccc3c(c2)OCO3)c1	0.5	23.8µM*	0.7	11.7	2.7%	14.1%	-1.5%	-15.4	2.2%
O=C(Cc1ccccc1)Nc1nc(-c2ccc(F)c(F)c2)cs1	0.0	-1.9%	-0.8	8.2	5.2%	?	5.8%	6.1	-7.4%
COc1ccc(/C=C2\SC(=S)N(CC(=O)N3CCN(C)CC3)C2=O)cc1	0.4	-4.2%	0.9	4.6	-7.3%	9.4%	?	-2.7	-8.7%
Fc1ccc(-c2nc(-c3cnccn3)no2)c(Cl)c1	10.4	-1.5%	-2.7	8.2	2.8%	-21.9%	-4.7%	-6.9	-2.4%
O=C1C2C3C=CC(C3)C2C(=O)N1CCCCN1C(=O)C2C3C=CC(C3)C2C1=O (configuration not stated)	-1.7	-5.6%	3.6	-0.7	2.7%	-6.4%	10.6%	10.1	5.3%
Fc1ccc2nc3[nH]c4ccccc4c3nc2c1	1.6	-5.7%	1.3	6.2	1.9%	73.5%[activator]	-12.9%	0.8	-15.6%
Cc1ccc(C(=O)COC(=O)c2nc(Cl)ccc2Cl)cc1	9.7	-6.6%	-0.6	-3.6	14.0%	6.5%	-2.0%	6.5	-5.5%
Cc1[nH]nc2c1C(c1cccnc1)N(c1ccc(Br)cc1)C2=O (configuration not stated)	-2.0	-9.2%	-3.6	12.2	3.0%	4.2%	5.4%	-1.7	-0.5%
Cc1ccc(C(=O)NCc2nnc(SCC(=O)NC(C)c3ccccc3)n2C)cc1 (configuration not stated)	-4.6	-12.1%	-0.6	-0.6	1.1%	-11.8%	-6.6%	3.3	-30.1%
CC(C)/C=C/CN1CCCC(N2CCN(c3cccc(Cl)c3)CC2)C1 (configuration not stated)	-22.5	-0.8%	0.5	-14.5	0.0%	?	-5.5%	5.4	14.7%
CCCCNS(=O)(=O)c1ccc2nc(SCC(=O)Nc3cc(C)cc(C)c3)[nH]c2c1	1.3	-9.2%	-0.2	1.6	6.4%	?	-5.3%	8.0	-17.3%
N/C(=N\S(=O)(=O)c1ccc(Cl)s1)c1ccccc1	0.5	-13.6%	-0.7	12.4	-0.2%	-18.9%	0.6%	-4.8	-10.2%
Cc1c(C(=O)Nc2ccc(F)c(F)c2)oc2ccc(S(=O)(=O)N3CCCCC3)cc12	1.0&14.0	1.2%	-0.3	50.1	0.0%	-24.4%&-5.4%	3.3%&0.3%	.	-11.3%
CCCCC1=CC2=C(c3ccco3)C(=O)C(C)(OC(=O)c3ccc(OC)cc3)C(=O)C2=CN1CCCCO (configuration not stated)	14.0	-17.3%	0.4	-24.0	-4.7%	-0.8%	-4.9%	-28.6	-11.5%
Cc1ccc(NC(=O)NC2CC(=O)N(c3ccc4c(c3)OCCO4)C2)cc1F (configuration not stated)	7.8	-1.1%	1.8	3.5	-35.0%[inhibitor]	?	-0.8%	-3.2	-3.6%
Cn1nnc(NC(=S)NC(=O)c2ccco2)n1	-17.0	-23.0%	-0.1	-72.5*	-6.9%	19.6%	11.5%	-10.5	-22.7%
OCCCNCc1ccc(Cl)cc1Cl	-22.8	29.9µM*	0.6	?	1.1%	?	21.7%	-4.2	2.8%[57.1 µM]
CN(C)c1ccc(N=Cc2nc(-c3ccccc3)oc2OC(=O)c2cccc(Br)c2)cc1	-12.7	-10.3%	1.4	?	0.0%	-6.3%	4.0%	-8.1	-2.8%

Entries of single compounds as entered above. Values in the order: D3 ag	PLK1 PBD block	IL2 activator	DRD3 antagonist	GLP1R ag	GLP-1R inv ag	HEK293 tox	PI5P4K alpha inh	WRN inhibitor
OCCCNCc1ccc(Cl)cc1Cl in the list: -22.8	29.9µM*	0.6	?	1.1%	?	21.7%	-4.2	2.8%[57.1 µM]
CC(C)/C=C/CN1CCCC(N2CCN(c3cccc(Cl)c3)CC2)C1 (configuration not stated) in the list: -22.5	-0.8%	0.5	-14.5	0.0%	?	-5.5%	5.4	14.7%

Compound activity (PubChem)
